HT1080 IDH1KD tx – kills HT-1080 cells with IDH1 knockdown; HT-1080 IDH1 knockdown viability, ATP luminescence, 48 h; Potency, µM (series often up to 46.1 µM), without a hit: top-dose activity, negative = toxicity, most hits filed as cytotoxic; actives 2% (n = 360,000);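 further: 0% = DMSO wells and -100% = cell-free medium wells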
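Viability of IDH1-knockdown HT-1080 fibrosarcoma cells was assessed by CellTiter-Glo after 48 h at 37 °C with titrated compound; concentration-effect curves were classified by fit quality and response size.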
KB-3-1 tox – KB-3-1 parental cell cytotoxicity; AID 1347075; Potency, µM (titrated, usually from 46.1 µM), for the others: at the highest dose activity change, negative = cytotoxic, most hits filed as cytotoxic; actives 1.4% (n = 400,000); KB-3-1 viability, CellTiter-Glo ATP luminescence, 72 h; further: on the % scale 0 is the no-effect control and ±100 the full control effect; nearly all actives have a fitted effect of over 60% in size
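Multi-concentration cytotoxicity screen in KB-3-1 cells grown in DMEM lacking phenol red with 10% FBS. After 72 h at 37 °C with compound, ATP-dependent luminescence was recorded.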
HEK293 tox – cytotoxicity in counter-screen for GLP-1R inverse agonists | actives 0.13% (n = 410,000) | HEK293 cAMP-luciferase reporter cells, luminescence, 24 h | Potency, µM (doses to about 38.3 µM), for the others: at the highest dose activity change, negative = inhibition, usual class: inhibitors;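 further: loss of luciferase light is scored as toxicity; on the % scale 0 is the no-effect control and ±100 the full control effect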
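MLSMR compounds, 24 hr on cells at 37 deg C/5% CO2; luminescence after luciferase reagent (12 min RT). Inhibition counted as the undesired cytotoxic outcome.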
GLP-1R agonist – GLP-1 receptor (human) agonism; HEK293 GLP-1R CRE-luciferase, luminescence, 4-6 h; cells express a hypersensitive GLP-1R form; AID 624172; actives 0.007% (n = 380,000); Potency, µM (series often up to 45.6 µM), inactives show at the top dose activation, actives largely listed as activators; P43220; further: % of control where 0% means no effect
Target sequence (P43220 whole entry, looked up): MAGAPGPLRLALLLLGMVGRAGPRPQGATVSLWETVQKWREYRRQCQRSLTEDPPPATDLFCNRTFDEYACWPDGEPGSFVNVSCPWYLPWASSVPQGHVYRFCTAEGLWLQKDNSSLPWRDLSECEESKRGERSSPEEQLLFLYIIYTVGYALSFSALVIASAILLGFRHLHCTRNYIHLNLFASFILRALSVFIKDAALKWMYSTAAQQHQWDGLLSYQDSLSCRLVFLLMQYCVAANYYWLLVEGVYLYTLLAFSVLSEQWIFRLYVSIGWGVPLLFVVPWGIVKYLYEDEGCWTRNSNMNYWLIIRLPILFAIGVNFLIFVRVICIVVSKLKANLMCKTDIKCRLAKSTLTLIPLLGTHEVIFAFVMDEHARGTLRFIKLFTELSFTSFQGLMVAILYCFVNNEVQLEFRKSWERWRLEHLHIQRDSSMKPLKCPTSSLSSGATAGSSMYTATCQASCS
SW480 rereplic – inducers of DNA re-replication in SW480 colon cancer cells; Potency, µM (doses to about 46.1 µM), inactives show top-dose re-replication activation, actives largely listed as activators; actives 1.8% (n = 340,000); SW480 DNA re-replication, Hoechst DNA content imaging, 48 h; further: % of control where 0% means no effect; nearly all actives have a fitted effect of over 55% in size
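Treated cells incubate 48 hr (37 C, 5% CO2), are stained 40 min with Hoechst, and nuclear fluorescence is enumerated; a rise in nuclei with high DNA signal marks re-replication.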
GLP1R inv ag – acts as inverse agonist at human GLP-1 receptor; Potency, µM (highest dose often 38.3 µM), inactives show at the highest dose activity change, negative = inhibition, usual class: inhibitors; actives 1.6% (n = 410,000); AID 624417; HEK293 GLP-1R CRE-luciferase, luminescence, 24 h; GLP-1R form is constitutively active; P43220; further: on the % scale 0 is the no-effect control and ±100 the full control effect; nearly all actives have a fitted effect of over 55% in size
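Luminescence readout: a drop in cAMP-driven luciferase signal flags inverse agonism at a constitutively active GLP-1R stably expressed in HEK293. Compound exposure lasted 24 hr at 37 deg C, 5% CO2.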
HT1080-NT tox – kills 2HG-producing HT-1080-NT fibrosarcoma cells. HT-1080-NT fibrosarcoma viability, CellTiter-Glo ATP luminescence, 48 h. actives 1.6% (n = 360,000). Potency, µM (doses to about 46.1 µM), without a hit: top-dose activity, negative = less viability, most hits filed as cytotoxic;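 further: NT is the 2HG producing partner of a matched IDH1 knockdown line; 0% = DMSO-treated cells and -100% = media-only wells without cells; nearly all actives have a fitted effect of over 55% in size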
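Viability by CellTiter-Glo luminescence after 48 h compound exposure at 37C of HT-1080-NT cells (750/well, RPMI, 5% FBS). % activity scaled between DMSO wells and medium-only wells, then curve-fitted and categorized by curve class.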
KB-V1 cytotox – KB-V1 MDR subline cytotoxicity. Potency, µM (highest dose often 46.1 µM), for inactives: at the top dose activity change, negative = cytotoxicity, hits mostly cytotoxic. KB-V1 MDR cells viability, CellTiter-Glo, 72 h. actives 3.4% (n = 400,000). AID 1347076; further: on the % scale 0 is the no-effect control and ±100 the full control effect; nearly all actives have a fitted effect of over 60% in size
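qHTS viability screen in drug-selected KB-V1 MDR cells: 72 h compound treatment at 37 degrees C, ATP luminescence end point.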
TDP43 rescue – rescues yeast growth from TDP-43 toxicity; TDP-43 expressing yeast growth rescue, BacTiter-Glo, 24 h; Potency, µM (series often up to 46.1 µM), for inactives: top-dose growth rescue (activation), hits mostly activators; actives 1.8% (n = 410,000); further: % of control where 0% means no effect; nearly all actives have a fitted effect of over 50% in size
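Yeast expressing TDP-43 (pregrown in raffinose, seeded at OD600=0.02 in galactose medium) exposed to compounds 24 hr at 30 deg C. Growth read by BacTiter-Glo luminescence; rescue of toxicity appears as increased signal.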
* = called active by the depositor; ? = inconclusive; / = no result given; ! = not active in a repeat; [ ] = dose if it differs, or a comment. The call rests on the fitted dose curve; in most records, active means well fitted curve in the direction sought with a large enough effect; inconclusive means small, poorly fitted or top-dose-only effect, or another doubt; inactive means no such curve, though single readings can be large; an effect the other way counts as inactive or inconclusive. Potency means the concentration at half of the fitted maximal effect.

SMILES	HT1080 IDH1KD tx	KB-3-1 tox	HEK293 tox	GLP-1R agonist	SW480 rereplic	GLP1R inv ag	HT1080-NT tox	KB-V1 cytotox	TDP43 rescue
CC(C)(C)[C@H]1C=C(C(=O)NCc2nc3ccccc3[nH]2)O[C@@H](OCc2ccc(CO)cc2)C1	-1%	-4%	-11%	-4%	5%	?	-4%	-10%	6%
O=C1/C(=C\c2ccsc2)N2CCC1CC2	15%	0%	-5%	8%	-4%	2%	2%	15%	4%
O=C(COc1ccc(F)cc1)NCC(c1ccc(Cl)cc1)N1CCCCC1 (stereo not drawn)	/	0%	-20%	/	/	?	/	-6%	27%
Cc1ccc(NC(=O)C(=O)NCc2ccccn2)cc1	?	6%	-3%	11%	-3%	1%	27%	-3%	0%
Cc1nc(NCCc2ccccc2)sc1C(=O)O	-1%	3%	10%	2%	-2%	22%	2%	-7%	17%
CCC1CCCCN1C(=O)COC(=O)c1cc(=O)[nH]c2ccccc12 (stereo not drawn)	1%	2%	3%	1%	-5%	12%	-6%	18µM*	8%
CN(C)C(CNc1ccc(C(F)(F)F)cc1[N+](=O)[O-])c1ccccc1 (stereo not drawn)	-3%	-2%	10%	12%	-1%	?	-2%	?	-21%
CC(C)(C)OC(=O)N1CCCC(C(=O)Nc2cccc(C(=O)NC3CC3)c2)C1 (stereo not drawn)	5%	0%	1%	10%	-5%	6%	8%	0%	1%
Cc1ccc2nc3c(c(Nc4ccc5c(c4)OCCO5)c2c1)CCC3	?	?	-3%	-3%	-5%	?	?	?	-5%
Cc1ccc2nc(SCC3CCCCO3)[nH]c2c1 (stereo not drawn)	18%	-2%	7%	2%	-16%	3.5µM*	0%	-23%	-2%
O=C(NC1CCCC1)C(c1ccccc1)n1c(Cc2cc(F)cc(F)c2)nc2ccccc21 (stereo not drawn)	?	-23%	-18%	/	/	?	?	?	23%
CCC1CCCCN1CCCNC(=O)C1CC(=O)N(CCc2ccccc2)C1 (stereo not drawn)	7%	5%	-5%	-1%	-10%	-2%	12%	1%	0%
O=C(Nc1cccc2ccccc12)c1csc([C@@H]2C[C@H](O)[C@@H](CO)O2)n1	10%	0%	-16%	10%	/	22%	26%	5%	18%
Cc1c2cnn(CC(=O)NCc3ccccc3)c(=O)c2c(C)n1Cc1cccc(Cl)c1	/	?	?	/	/	-33%	/	-28%	4%
CCc1ccccc1NC(=O)Nc1cccn(Cc2ccc(F)cc2)c1=O	0%	-3%	-1%	6%	-47%[inhibitor]	1%	2%	?	2%
COc1ccccc1NC(=O)CN1CCCCCC1	-10%	1%	?	12%	-3%	-32%	-2%	-2%	-7%
CC(Sc1nc(N2CCOCC2)c2c(c1C#N)CC(C)(C)OC2)C(=O)Nc1ccccc1 (stereo not drawn)	-11%	0%	-1%	8%	-4%	2%	4%	?	?
NC(=O)c1nsc(C(=O)N(c2ccccc2)C(C(=O)NCC2CCCO2)c2ccc3ncccc3c2)c1N (stereo not drawn)	9%	8%	-6%	-1%	-1%	9%	5%	-17%	0%
O=C(Nc1ccc(-n2cnnn2)cc1)C1CCC1	12%	15%	-7%	-8%	-7%	31%[activator]	20%	2%	13%
O=c1[nH]nc(Sc2ccccc2)c(=S)[nH]1	8%	21%	-11%	-2%	/	13%	5%	22%	0%
CN(CC(=O)Nc1cccnc1)S(=O)(=O)c1cc(Cl)ccc1Cl	4%	-15%	2%	-8%	-3%	-4%	16%	?	-12%
COc1ccc(C(=O)Nc2nc(-c3ccccn3)cs2)cc1S(=O)(=O)N1CCOCC1	?	-17%	2%	-5%	0%	-7%	-22%	-15%	19%
COc1ccc(CNc2nc3ccc(C)cc3s2)c(OC)c1OC	-4%	-2%	-24%	13%	-3%	?	-14%	-4%	?
CCN(CCNC(=O)c1cccc(N2CCCC2=O)c1)c1ccccc1	17%	-8%	-4%	2%	-1%	?	12%	?	11%
CSc1nc(C)cc(-n2cc(F)c(=O)[nH]c2=O)n1	1%	9%	-1%	-18%	-11%	0%	4%	5%	-4%
Cc1cccn2c(=O)c3cc(C(=O)NC4CCCC4)c(=N)n(C4CCCCC4)c3nc12	15%	0%	67%[activator]	13%	3.3µM*	45%	6%	1%	-28%
COc1ccc(Br)c(C(=O)OCC(=O)N2CCC(Cc3ccccc3)CC2)c1	-1%	?	-13%	-14%	-112%[inhibitor]	?	-1%	-74%	3%
CNS(=O)(=O)c1cccc(C(=O)OCC(=O)NCCCc2ccccc2)c1	-2%	-7%	4%	4%	-16%	-3%	1%	29%	3%
Cc1ccc(-c2nnc(Nc3ccccc3)c3ccccc23)cc1S(=O)(=O)N1CCN(C)CC1	/	3%	-3%	/	/	4%	/	-9%	?
CC(=O)Nc1nc2c(C)c(Cl)ccc2s1	4%	0%	1%	13%	-5%	5%	6%	-4%	11%
COCCCNC(NC(=O)c1ccc(OC)cc1)C(Cl)(Cl)Cl (stereo not drawn)	-1%	-9%	6%	-1%	-15%	-1%	-2%	-1%	10%
CCN(CC(=O)Nc1ccccc1C(F)(F)F)CC(=O)c1[nH]c(C)c(C(C)=O)c1C	-3%	-6%	-2%	10%	/	12%	-5%	?	-7%
Cc1cc(/C=C2/SC(=O)N(CC(=O)OC(C)C)C2=O)c(C)n1C	-7%	-8%	-28%	-2%	-4%	-23%	-6%	?	-12%
COc1ccc(F)c(CN2CCC(n3nccc3NC(=O)C3CCOC3)CC2)c1 (stereo not drawn)	11%	0%	-28%	-1%	1%	2%	2%	-16%	3%
O=C1NCCOC(=O)[C@H](Cc2ccc(F)cc2)CC/C=C/C[C@@H]1CC(=O)N(CCO)Cc1ccccc1	6%	-2%	4%	12%	-15%	5%	11%	8%	13%
CCc1ccc(OCC(=O)Nc2ncn[nH]2)c(Br)c1	/	-2%	0%	/	/	20%	/	29%	11%
C[C@@H]1CCCCO[C@@H](CN(C)S(C)(=O)=O)[C@@H](C)CN([C@H](C)CO)C(=O)c2cc(N(C)C)ccc2O1	11%	20%	8%	2%	/	4%	14%	0%	3%
COc1ccc(OC)c(NC(=O)Cc2coc3ccc4ccccc4c23)c1	-21%	?	-4%	8%	-3%[9.22 µM]	?	-27%	?	10%
COc1cccc(C(=O)N2CCC[C@@H]2C(=O)N2CCC[C@@H]2C(=O)NCc2ccccc2Cl)c1	6%	13%	2%	-2%	/	18%	21%	16%	4%
Cc1nn(Cc2ccc(Cl)cc2Cl)c(C)c1NC(=O)c1nn(C)cc1Cl	-12%	?	7%	5%	-14%	11%	6%	?	-15%
C/C(=C/c1ccccc1)C(=O)N1CCC(C)CC1	-2%	-1%	-8%	0%	?	9%	16%	-9%	-5%
Cn1c(=O)[nH]c(Nc2ccc(F)cc2)c([N+](=O)[O-])c1=O	0%	6%	-36%	-25%	2%	-7%	1%	-8%	-5%
COc1ccc(N2CC(C(=O)NC3=NCCS3)CC2=O)cc1 (stereo not drawn)	7%	3%	11%	3%	120%[1.84 µM]	-12%	10%	-13%	10%
COc1cc(-c2noc(C)c2C#Cc2ccc(N)cc2)cc(OC)c1OC	0.65µM*	0.82µM*!	-16%	?	1.2µM*	?	0.82µM*	1.3µM*!	?
CC(=O)Nc1ccc(NC(=O)CSc2ccc(-c3ccc(-n4ccnc4)cc3)nn2)cc1	-2%	-3%	16%	2%	-94%[inhibitor]	52%[activator]	0%	-1%	-19%
CN(C)C(CNC(=O)c1c(F)cccc1Cl)c1ccco1 (stereo not drawn)	7%	7%	-5%	2%	-3%	0%	0%	-7%	-3%
Cc1cc(C)c2[nH]c(O)c(N=NC3=NC(=O)CS3)c2c1	8%	-3%	18%	-4%	-20%	37%[activator]	1%	-5%	10%
O=C(/C=C/c1cc([N+](=O)[O-])ccc1OC(F)F)Nc1ccc(OC(F)F)cc1	?	0%	1%	6%	-5%	-9%	?	-6%	0%
Cn1cc(S(=O)(=O)N2CCNCC2)cc1C(N)=O	9%	-2%	-18%	4%	0%	13%	4%	-7%	12%
COc1ccc(C(=O)NC2CCN(CC(=O)Nc3cccc(OC)c3)CC2)cc1	0%	6%	1%	-6%	5%	4%	-16%	-1%	-5%
COc1ccccc1C(=O)NCCNC(=O)c1ccco1	27%	18%	-18%	-5%	-4%	6%	?	2%	10%
Cc1cc2ccccc2c(=O)n1CC(=O)Nc1ccc2c(c1)OCO2	7%	13%	-2%	-6%	-5%	-24%	14%	19%	5%
O=C(CSc1nnc(C2CC2)n1CC1CCCO1)Nc1ccc(Cl)cc1 (stereo not drawn)	8%	15%	10%	3%	3%	6%	-8%	-23%	16%
Oc1cccc(/C=N/Nc2ccc(Cl)nn2)c1	-2%	26%	6%	-3%	?	83%[activator]	-3%	?	-11%
CSCCC(NC(=O)c1ccco1)C(=O)N1CCCCCCC1 (stereo not drawn)	9%	-17%	6%	0%	-1%	16%	-2%	-21%	13%

Whole records, looked up by structure. Screens in order: HT1080 IDH1KD tx, KB-3-1 tox, HEK293 tox, GLP-1R agonist, SW480 rereplic, GLP1R inv ag, HT1080-NT tox, KB-V1 cytotox, TDP43 rescue
COc1cc(-c2noc(C)c2C#Cc2ccc(N)cc2)cc(OC)c1OC is entered as 0.65µM*, 0.82µM*!, -16%, ?, 1.2µM*, ?, 0.82µM*, 1.3µM*!, ?
CSCCC(NC(=O)c1ccco1)C(=O)N1CCCCCCC1 (stereo not drawn) is entered as 9%, -17%, 6%, 0%, -1%, 16%, -2%, -21%, 13%
COc1ccc(N2CC(C(=O)NC3=NCCS3)CC2=O)cc1 (stereo not drawn) is entered as 7%, 3%, 11%, 3%, 120%[1.84 µM], -12%, 10%, -13%, 10%

Copied from the list:
GLP1R inv ag with Cc1ccc(-c2nnc(Nc3ccccc3)c3ccccc23)cc1S(=O)(=O)N1CCN(C)CC1 reads 4%
GLP-1R agonist with CCC1CCCCN1CCCNC(=O)C1CC(=O)N(CCc2ccccc2)C1 (stereo not drawn) reads -1%
TDP43 rescue with CC(C)(C)[C@H]1C=C(C(=O)NCc2nc3ccccc3[nH]2)O[C@@H](OCc2ccc(CO)cc2)C1 reads 6%
KB-3-1 tox with CSc1nc(C)cc(-n2cc(F)c(=O)[nH]c2=O)n1 reads 9%
KB-V1 cytotox with C/C(=C/c1ccccc1)C(=O)N1CCC(C)CC1 reads -9%
